Menin-MLL TR inh = displaces Texas Red mutant MLL peptide from human menin | O00255 | Menin + Texas Red MLL mutant peptide, fluorescence polarization | Potency, µM (titrated, usually from 61.6 µM), for inactives: at the top dose FP activity change, negative = inhibition, usual class: inhibitors | 270,000 tested, 0.23% active | AID 1768; active = well fitted inhibition curve with a large enough effect in the polarisation, with a control signal flat, not every such curve was filed as active; inconclusive = small, poorly fitted or top-dose-only effect, or effect the other way, or a change in a side signal; inactive = no such curve, though single readings can be large or run the other way; the % refers to the polarisation; also: potency is read from the fitted curve at half-maximal effect; % of control where 0% means no effect; many of its hits are not listed in these tables
Target sequence (O00255 whole entry, looked up): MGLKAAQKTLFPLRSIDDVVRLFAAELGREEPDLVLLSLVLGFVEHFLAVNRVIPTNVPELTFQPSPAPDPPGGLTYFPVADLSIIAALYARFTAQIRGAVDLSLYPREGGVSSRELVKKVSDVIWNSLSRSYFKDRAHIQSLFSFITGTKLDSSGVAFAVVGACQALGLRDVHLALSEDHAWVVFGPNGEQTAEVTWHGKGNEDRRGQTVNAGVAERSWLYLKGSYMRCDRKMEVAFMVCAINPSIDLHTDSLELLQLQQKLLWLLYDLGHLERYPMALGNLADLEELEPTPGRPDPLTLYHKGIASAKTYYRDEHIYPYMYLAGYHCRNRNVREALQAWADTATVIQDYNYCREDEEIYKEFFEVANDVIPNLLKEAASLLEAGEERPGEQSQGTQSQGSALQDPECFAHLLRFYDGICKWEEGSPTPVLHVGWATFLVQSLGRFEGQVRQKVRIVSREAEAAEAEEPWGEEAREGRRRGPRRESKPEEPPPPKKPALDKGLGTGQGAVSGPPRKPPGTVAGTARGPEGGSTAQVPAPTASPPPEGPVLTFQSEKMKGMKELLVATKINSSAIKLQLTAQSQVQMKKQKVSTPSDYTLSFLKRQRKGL
GALK inh = inhibitors of human galactokinase. 270,000 tested, 0.007% active. Purified GALK, Kinase-Glo residual ATP luminescence. Potency, µM (top dose mostly 57.5 µM), for the others: top-dose activity change, negative = inhibition, hits mostly inhibitors; also: potency is read from the fitted curve at half-maximal effect; % is scaled to controls: 0 for no effect and ±100 for the full control effect
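The enzyme phosphorylates galactose (100 uM) using ATP (35 uM); inhibition is detected as higher residual ATP, quantified by bioluminescence after 1 h reaction at room temperature, pH 8.0.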
Tb PFK block = blocks T. brucei phosphofructokinase; O15648; Potency, µM (doses to about 57.5 µM), for the others: top-dose activity, negative = inhibition, most hits filed as inhibitors; T. brucei PFK, ADP-Glo luminescence; AID 485367; 330,000 tested, 0.17% active;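 also: potency is read from the fitted curve at half-maximal effect; 0% = uninhibited 1x PFK enzyme wells and -100% = no-enzyme wells; nearly all actives have a fitted effect of over 60% in size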
Target sequence (O15648 whole entry, looked up): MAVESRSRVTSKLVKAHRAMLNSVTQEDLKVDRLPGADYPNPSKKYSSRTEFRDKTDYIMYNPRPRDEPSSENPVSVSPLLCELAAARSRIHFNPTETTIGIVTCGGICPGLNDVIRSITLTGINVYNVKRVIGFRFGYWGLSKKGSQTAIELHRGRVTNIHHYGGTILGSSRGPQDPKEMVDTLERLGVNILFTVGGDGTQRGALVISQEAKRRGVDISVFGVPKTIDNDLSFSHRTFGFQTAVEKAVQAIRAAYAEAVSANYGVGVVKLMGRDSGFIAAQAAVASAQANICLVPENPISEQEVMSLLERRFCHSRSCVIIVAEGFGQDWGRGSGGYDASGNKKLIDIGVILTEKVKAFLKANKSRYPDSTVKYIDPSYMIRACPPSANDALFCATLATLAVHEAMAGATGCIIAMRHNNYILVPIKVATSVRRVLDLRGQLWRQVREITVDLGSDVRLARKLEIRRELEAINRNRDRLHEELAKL
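ADP-Glo luminescence quantified ADP after 45 min at room temperature, with 1.25 nM T. brucei PFK, 0.1 mM ATP and 0.5 mM fructose-6-phosphate in pH 8.0 TEA buffer. qHTS titrations up to 57 µM; curves classified by quality.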
Giardia kill = Giardia lamblia killing; 340,000 tested, 0.15% active; Giardia lamblia trophozoite viability; activity change, % at 7.66 µM, hits read low; in the data active = activity change below about -80%; inconclusive = between about -30% and that limit;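 also: parasites exposed to compound for two days anaerobically before the ATP read; % is scaled to controls: 0 for no effect and ±100 for the full control effect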
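Each well holds 100 Giardia trophozoites and compound. After two days (48 hrs) at 37 deg C in anaerobic conditions, ATP is quantified by luminescence.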
FBPA coupling cs = counter-screen for Giardia aldolase inhibitors: coupling enzyme system; coupling enzyme system counterscreen, AmpLite Red fluorescence; 290,000 tested, 0.67% active; AID 2472; activity change, negative = inhibition, % at 58.2 µM, hits read low; in the data active = activity change below about -30%; also: % is scaled to controls: 0 for no effect and ±100 for the full control effect
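Coupling enzymes only (glyceraldehyde-3-phosphate) + compound, at 57.5 uM final, 10 min RT; add substrate/coupling/AmpLite Red mix, 20 min RT; fluorescence ex 525/em 598 nm. Actives flag coupling-system interference.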
Chronic BCR inh = blocks chronic active B-cell receptor signaling. ABC-DLBCL IkBa-CBG/CBR reporter, luminescence ratio, 4 h. Potency, µM (titrated, usually from 46.1 µM), for the others: at the highest dose ratio change, negative = lower green/red ratio, hits mostly inhibitors. AID 493014. 340,000 tested, 0.05% active; active = well fitted inhibition curve with a large enough effect in the signal ratio, with a control signal flat, not every such curve was filed as active; inconclusive = small, poorly fitted or top-dose-only effect, or effect the other way, or a change in a side signal; the % refers to the signal ratio;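 also: potency is read from the fitted curve at half-maximal effect; plate controls were basal doxycycline-induced cells for no effect and cells given 10 µM MG132 for full effect; MG132 reads +100%, hits lower the ratio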
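TMD8 human ABC-DLBCL cells with doxycycline-inducible IκBα–green luciferase fusion and unfused red luciferase, in 0.5% FBS medium; compounds up to 46 uM, 4 h at 37C. Green/red luminescence ratio, filter-overlap corrected, fitted to concentration-response curves.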
PKM2 activator = PKM2 (human) enzyme activation. P14618. purified PKM2, Kinase-Glo ATP luminescence, activation; response scale: 0% is enzyme alone, no compound. Potency, µM (titrated, usually from 57.5 µM), without a hit: at the highest dose activation, usual class: activators. 260,000 tested, 0.34% active. AID 1631; also: potency is read from the fitted curve at half-maximal effect; % is scaled to controls: 0 for no effect and ±100 for the full control effect; nearly all actives have a fitted effect of over 55% in size
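hPK-M2, >95% pure; 0.1 mM ADP / 0.5 mM PEP final; imidazole pH7.2 buffer w/ 7 mM MgCl2, 50 mM KCl; 1 h RT; Kinase-Glo lum. Intermediate enzyme activity for dual inhibitor/activator qHTS.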
B2AR arrestin = beta2AR (human) beta-arrestin recruitment activity; P07550; beta-arrestin recruitment to beta2AR, cell-based reporter; Potency, µM (series often up to 46.1 µM), for inactives: top-dose activation, usual class: activators; 330,000 tested, 0.02% active; AID 492947;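 also: potency is read from the fitted curve at half-maximal effect; 0% = DMSO controls and full agonism = EC100 isoproterenol or metaproterenol; nearly all actives have a fitted effect of over 65% in size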
a7 integrin act = activators of alpha7 integrin expression for muscular dystrophy. alpha7betagal myoblasts, beta-gal FDG fluorescence, 48 h. Potency, µM (series often up to 38.3 µM), for inactives: at the top dose activation, hits mostly activators. 350,000 tested, 0.064% active;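 also: potency is read from the fitted curve at half-maximal effect; 100% = response of the positive control SU9516; nearly all actives have a fitted effect of over 60% in size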
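Alpha7betagal+/- myoblasts (passage 13) were plated 16-24 hr, then exposed to compounds (1:260 dilution of DMSO stock) for 48 hours at 37C. After MPER lysis, β-galactosidase reporter activity was read as FDG fluorescence (ex 480/em 540) after 30 minutes.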
PTAP TSG101 blk = blocks PTAP/TSG101 interaction to inhibit HIV-1 budding. Potency, µM (highest dose often 115 µM), for the others: at the highest dose activity change, negative = inhibition, most hits filed as inhibitors. 340,000 tested, under 10 active. Q99816. Fluorescence polarization, FITC-PTAP peptide / Tsg101 binding; active = well fitted inhibition curve with a large enough effect in the main read-out, with a control signal flat, not every such curve was filed as active; inconclusive = small, poorly fitted or top-dose-only effect, or effect the other way, or a change in a side signal; inactive = no such curve, though single readings can be large or run the other way; also: potency is read from the fitted curve at half-maximal effect; % of control where 0% means no effect
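Tsg101 binding domain (10 uM final) was mixed with compound and a FITC-labeled PTAP peptide (50 nM final) in HEPES pH 7.5 buffer with NaCl, Tween 20, EDTA and TCEP; fluorescence polarization was read after 20 min at r.t.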
S-ASM inh = inhibitors of human secretory acid sphingomyelinase. Potency, µM (highest dose often 57.5 µM), inactives show at the highest dose activity change, negative = inhibition, most hits filed as inhibitors. P17405. 340,000 tested, 0.006% active. AID 504937. placental ASM, HMU-PC fluorogenic substrate, 60 min; also: potency is read from the fitted curve at half-maximal effect
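Human placenta-derived ASM enzyme was preincubated with compound for 10 minutes at room temperature, then given fluorogenic substrate HMU-PC0 (9 uM final) for 60 minutes at 37 °C; a pH 10 stop preceded fluorescence reading at Ex 386/Em 447 nm.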
Active calls of the source: *; ? = inconclusive; . = not tested or not shown; & = joins results of further samples; [ ] = remark or other dose. Unless noted, calls follow the shape of the dose curve; as a rule, active = well fitted curve in the direction sought with a large enough effect; inconclusive = small, poorly fitted or top-dose-only effect, or another doubt; inactive = no such curve, though single readings can be large; an effect the other way counts as inactive or inconclusive. An excerpt; count on the stated rates, not on these rows.

Each structure is followed by: Menin-MLL TR inh | GALK inh | Tb PFK block | Giardia kill | FBPA coupling cs | Chronic BCR inh | PKM2 activator | B2AR arrestin | a7 integrin act | PTAP TSG101 blk | S-ASM inh
> CCC1CCCCN1CCCNC(=O)C1CCC(Cn2c(=O)[nH]c3ccccc3c2=O)CC1 (stereo not drawn)
    5% | 2% | 1% | 2 | 3 | -29% | 0% | 0.0% | -3% | -9% | -1%
> Cc1ccc(NC(=O)CSc2ncc(-c3ccccc3)n2C(=O)c2ccccc2)cc1
    . | -7% | 0% | 8 | 1 | -16% | 3% | -0.3% | -48%[inhibitor] | -4% | -8%
> CCCCOCCCNC(=O)c1cccc(OC)c1
    16% | 1% | -2% | 47[activator] | 2 | 0% | 0% | -1.5% | 25% | -6% | 9%
> CC(=O)NC1=NN(C(C)=O)C(C)(c2ccccc2)S1 (stereo not drawn)
    -8% | 0% | ? | -2 | 0 | 0% | 22% | -1.7% | 15% | 0% | 5%
> O=C(O)c1ccc(N2C(=O)CC(Cc3ccccc3)C2=O)cc1 (stereo not drawn)
    -2% | 3% | 0% | -8 | 6 | -2% | -3% | -1.0% | 0% | 0% | 8%
> CC(C)c1ccc(NC(=O)C(c2ccccc2)N2CCN(C=O)CC2)cc1 (stereo not drawn)
    8% | 2% | -4% | 11 | . | -1% | -9% | 0.2% | 11% | 0% | 1%
> Cc1cc(NC(=O)CCN2C(=O)/C(=C\c3ccccc3Cl)SC2=S)no1
    8% | 4% | -5% | -19 | 4 | ? | 0% | 0.0% | ? | 3% | -1%
> Cc1ncsc1CCSc1nc2ccccc2c(=O)n1C
    1% | -1% | 16% | 8 | 5 | -6% | 5% | 0.0% | -21% | 0% | -3%
> COc1ccc(S(=O)(=O)N2CCN(c3nc4ccccc4nc3-n3nc(C)cc3C)CC2)cc1
    -14% | 0% | 0% | . | 0 | 3% | ? | -0.2% | . | . | .
> Cc1cc(C)c(OCC(=O)Nc2ccc(N3CCOCC3)cc2)c(Br)c1
    . | -2% | 1% | . | . | -1% | -6% | -0.2% | . | . | .
> CCC(C(=O)Nc1c2c(nn1C(C)(C)C)CS(=O)(=O)C2)c1ccccc1 (stereo not drawn)
    . | -5% | -2% | -4 | . | 2% | -7% | -0.1% | -2% | . | 3%
> O=C(Cn1nc(-c2ccc3c(c2)OCCO3)ccc1=O)Nc1ccc(N2CCOCC2)cc1
    -3% | 3% | 1% | . | -4 | 1% | 0% | -0.3% | . | . | .
> CCC(=O)N1CCc2cc(S(=O)(=O)CCC(=O)Nc3cccc(C)n3)ccc21
    -13% | -2% | -11% | -21 | 1 | 1% | 3% | 0.4% | 5% | -6% | 2%
> C=CCN1C(=O)[C@]2(c3ccccc31)C1CCCC=C1C(C#N)=C(N)C2(C#N)C#N (stereo partly drawn)
    ? | 0% | -9% | -20 | -8 | ? | -1% | -0.5% | -16% | -3% | 0%
> CCCCC(C(=O)O)C(C)CC(=O)Nc1nncs1 (stereo not drawn)
    . | 7% | -1% | -6 | 2 | -5% | ? | 0.0% | 6% | -8% | 0%
> Cc1nnc(SCC(=O)NNC(=O)c2ccc(Br)cc2)n1C
    -6% | 2% | -1% | 4 | 2 | 4% | -8% | 0.2% | -8% | -2% | -1%
> N=C(N)SCc1nc2ccccc2c(=O)n1-c1ccccc1
    30%&26%[activator] | 0%&0% | 0%&7% | -16&-1 | -14&0 | -6%&-3% | 1%&-9% | 0.1%&-0.8% | -20%&4% | 0%&-6% | 26%&21%
> COC(=O)c1c(NC(=O)CCNCc2ccco2)sc2c1CCC2
    . | -1% | 5% | 15 | 3 | -27% | 7% | 0.2% | -46%[inhibitor] | -2% | -3%
> O=C(CC1C(=O)NCCN1Cc1ccc(-c2ccccc2)cc1)NCCOc1cccnc1 (stereo not drawn)
    -10% | 4% | -4% | -8 | -6 | -12% | -1% | -1.0% | 5% | -7% | -2%
> CC(CNc1ccccc1O)C(=O)O (stereo not drawn)
    -8% | 1% | 24µM* | 4 | -11 | -1% | -2% | -0.1% | 4% | 0% | -2%
> CNc1c([N+](=O)[O-])cnn1-c1ccc(F)cc1
    0% | 1% | 1% | 14 | 1 | ? | 20% | 0.6% | -8% | -1% | -2%
> CN1c2cccc3cccc(c23)N(C)C1(C)C
    . | 0% | 0% | 5 | -33* | 3% | -8% | -0.2% | -3% | -2% | 41%[activator]
> Cc1ccc(-c2[nH]nc3c2C(c2ccsc2)C(C#N)=C(N)O3)cc1 (stereo not drawn)
    19% | -1% | 1% | -16 | 0 | 12% | 2% | 0.1% | -43% | -6% | -9%
> Cc1ccc(Cl)cc1NC(=O)CC1NCCNC1=O (stereo not drawn)
    15% | 0% | -1% | 12 | 1 | ? | 8% | -0.5% | 12% | 1% | 3%
> CCO[C@@H]1OC(C(N)=O)=C[C@H](c2cn(C(C)=O)c3ccccc23)[C@H]1CCCO
    3% | -1% | 2% | 14 | 4 | 3% | -5% | -0.2% | 9% | -5% | 3%
> CC(C(=O)Nc1ccc(F)c(F)c1F)N(C)Cc1cccs1 (stereo not drawn)
    . | -3% | -5% | 3 | . | 7% | 1% | -0.2% | 3% | -2% | 1%
> COc1ccccc1N1CCN(S(=O)(=O)c2cccs2)CC1
    3% | 3% | -6% | -4 | 6 | ? | 0% | -0.2% | -10% | 0% | -1%
> COc1cccc(C(C(=O)NC2CCCC2)N(Cc2ccco2)C(=O)c2ccco2)c1OC (stereo not drawn)
    -23% | -1% | 1% | 6 | -2 | 6% | 3% | 0.1% | 0% | -5% | -9%
> COc1ccc(Cl)cc1C(=O)NNC(=O)COC(=O)c1ccc(Br)o1
    . | . | -8% | 0 | . | 7% | . | -0.1% | 33% | 1% | 0%
> Cc1cc(OC(F)F)ccc1NC(=S)NCCc1ccccc1
    17% | 6% | -16% | -4 | 1 | -4% | 0% | -0.6% | -10% | -1% | 0%

Some entries already given, limited to PTAP TSG101 blk, Giardia kill and Tb PFK block:
molecule	PTAP TSG101 blk	Giardia kill	Tb PFK block
CC(C(=O)Nc1ccc(F)c(F)c1F)N(C)Cc1cccs1 (stereo not drawn)	-2%	3	-5%
CNc1c([N+](=O)[O-])cnn1-c1ccc(F)cc1	-1%	14	1%
Cc1cc(NC(=O)CCN2C(=O)/C(=C\c3ccccc3Cl)SC2=S)no1	3%	-19	-5%

Going on with the list.
Each structure is followed by: Menin-MLL TR inh | GALK inh | Tb PFK block | Giardia kill | FBPA coupling cs | Chronic BCR inh | PKM2 activator | B2AR arrestin | a7 integrin act | PTAP TSG101 blk | S-ASM inh
> O=C(Nc1cc(S(=O)(=O)N2CCOCC2)ccc1N1CCOCC1)c1ccccc1F
    . | . | 0% | 2 | . | -1% | . | 0.4% | -6% | -4% | 1%
> Cc1ccc(-n2c(C)nnc2SCC(=O)Nc2ccccc2)cc1
    -8% | 0% | -1% | 1 | -1 | 5% | -4% | -0.5% | -6% | 2% | 10%
> C[C@H]1CN([C@@H](C)CO)C(=O)Cc2cc(NS(=O)(=O)c3cn(C)cn3)ccc2O[C@@H]1CN(C)C(=O)Nc1ccc(F)cc1
    . | . | -1% | -10 | . | 4% | . | 0.4% | 7% | -3% | -15%
> CS(=O)(=O)NCCOc1ccc(S(=O)(=O)N2CCCc3ccccc32)cc1
    15% | -1% | 4% | -6 | 3 | -3% | 0% | -1.1% | -4% | -5% | 5%
> COc1ccc(C(CNC(=O)CNC(=O)c2ccc(F)cc2)N2CCCC2)cc1 (stereo not drawn)
    . | . | -4% | 8 | . | 3% | . | -0.1% | -5% | 0% | 3%
> COc1ccc(/C=N/N=C2/NC(=O)C(CC(=O)O)S2)cc1OCc1ccc(Cl)cc1 (stereo not drawn)
    ? | -5% | 7% | 1 | 2 | 5% | -18% | -0.6% | -5% | -2% | 2%
